Screening data deposited in PubChem by several laboratories.
GPR55 antagonists: GPR55 antagonists blocking LPI-driven arrestin recruitment, primary screen, imaging, U2OS, beta-arrestin-GFP, LPI agonist (AID 2013); G-protein coupled receptor 55 (Homo sapiens); 0.13% of 290,000 active; inhibition, % at 10 µM, or IC50 in µM where a hit was titrated; U2OS GPR55 beta-arrestin-GFP translocation imaging, LPI antagonism; higher % means a stronger effect;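 active = spots per cell inhibited over 60%, with over 100 cells counted and total cytoplasm intensity under 500,000; inconclusive = wells with under 100 cells, flagged as likely toxic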;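 also: U2OS cells stably carrying GPR55 and arrestin-GFP stimulated by 5 µM LPI near EC80; imaged beta-arrestin-GFP aggregate spots per cell after agonist stimulation; plate controls were LPI-stimulated DMSO wells for no effect and DMSO wells without LPI for full effect; some results filed as inactive read as strong as hits; confirmed hits need IC50 under 10 µM and bright autofluorescent wells are also inconclusive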
NTR1 ag: agonists of NTR1, primary screen, imaging, U2OS cells, beta-arrestin-GFP, high content (AID 493036); activation, % at 20 µM; Neurotensin receptor type 1 (Homo sapiens), P30989; 0.17% of 330,000 active; NTR1-U2OS beta-arrestin-GFP spot imaging, agonist mode;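 active = activation at or above 40% of the spot to cytoplasm intensity ratio, with at least 20 cells analyzed; inconclusive = wells under 20 cells, flagged as cytotoxic or low count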;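 also: 0% = DMSO without peptide and 100% = 100 nM NTR1 peptide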
Target sequence (P30989 whole entry, looked up): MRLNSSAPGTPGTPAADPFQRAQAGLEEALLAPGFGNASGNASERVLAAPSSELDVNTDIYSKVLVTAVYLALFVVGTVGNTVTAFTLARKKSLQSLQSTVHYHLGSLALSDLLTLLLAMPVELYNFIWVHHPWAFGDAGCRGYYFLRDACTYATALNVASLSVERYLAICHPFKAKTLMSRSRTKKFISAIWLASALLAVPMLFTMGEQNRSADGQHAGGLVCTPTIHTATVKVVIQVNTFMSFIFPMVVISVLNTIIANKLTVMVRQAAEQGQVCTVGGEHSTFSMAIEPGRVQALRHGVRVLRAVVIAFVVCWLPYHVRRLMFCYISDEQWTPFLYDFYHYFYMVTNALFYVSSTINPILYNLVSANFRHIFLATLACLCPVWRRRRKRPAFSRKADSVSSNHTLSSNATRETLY
AID2073: inhibitors of Mint1-CaV2.2 protein interaction, biochemical, HTRF (AID 2073) | inhibition, % at 20 µM; hits with a dose series show IC50 in µM | HTRF protein-protein interaction, Mint1-CaV2.2; higher % means a stronger effect | 0.19% of 290,000 active | Voltage-dependent N-type calcium channel subunit alpha-1B (Homo sapiens); in the data active = inhibition mostly above about 51%, no sharp cut-off; inconclusive = no clear call, values can overlap the other calls; inactive = mostly below about 53%; also: some results filed as inactive read as strong as hits
Large T inhibition: SV40 large T antigen inhibitors, biochemical (AID 1903) | SV40 large T antigen ATPase/helicase inhibition assay; higher % means a stronger effect | inhibition, % at 20 µM, or IC50 in µM where a hit was titrated | 0.39% of 310,000 active; in the data active = a potency from the dose series; inconclusive = inhibition mostly from about 32% at the one dose, without a potency; inactive = the rest, 99 in 100 with inhibition below about 32%; also: strong numbers were not always called active
Rac1 GTP hydrolysis: MgcRacGAP GTPase-activating activity inhibitors, confirmation, biochemical, ADP Hunter fluorescence. Rac GTPase-activating protein 1 (Homo sapiens). MgcRacGAP-stimulated Rac1 GTP hydrolysis, ADP Hunter fluorescence; higher % means a stronger effect; GST-tagged Rac1 F28L mutant substrate. inhibition, % at 30 µM, or IC50 in µM where a hit was titrated. 0.6% of 340,000 active. AID 624330, 2012;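 active = first-screen hits whose inhibition reached a set limit at any dose in the follow-up dose series; inconclusive = inhibition above the set first-screen limit but never retested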;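 also: fluorescence reports GDP produced by GAP-driven GTP hydrolysis; strong numbers were not always called active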
Yfh1-off respiration: enhancers of respiration in Yfh1-depleted yeast, dose response, Friedreich's ataxia, plus single-dose screen (AID 1465); 0.074% of 220,000 active; S. cerevisiae Yfh1-off respiration, WST-1 reduction, 72 h; higher fold induction means a stronger effect; fold induction at 50 µM; hits with a dose series show EC50 in µM;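 active = fold induction of absorbance versus untreated yeast above a set limit, then at least 30% activation at any dose in follow-up; inconclusive = repeats straddling the limit, or above it without dose testing; inactive = fold induction below the set limit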;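 also: activators that raise dye reduction in frataxin-depleted yeast; strong numbers were not always called active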
GPR35 arrestin U2OS: GPR35 antagonists blocking zaprinast-driven arrestin recruitment, primary screen, imaging, U2OS, beta-arrestin-GFP, zaprinast agonist (AID 2058) | inhibition, % at 10 µM; hits with a dose series show IC50 in µM | G-protein coupled receptor 35 (Homo sapiens) | U2OS GPR35 beta-arrestin-GFP translocation imaging, zaprinast antagonism; higher % means a stronger effect | 0.052% of 290,000 active;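 active = inhibition of at least 50% with at least 30 cells and total cytoplasm GFP at most 10,000,000; inconclusive = under 30 cells or total GFP of 10,000,000 plus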
Dengue-2 NS5 capping: Dengue-2 NS5 methyltransferase inhibitors, primary screen, biochemical, confirmation dose response (AID 588689); Genome polyprotein (Dengue virus type 2 (strain 16681-PDK53)); Dengue-2 NS5 methyltransferase capping enzyme assay, biochemical; higher % means a stronger effect; inhibition, % at 25 µM; hits with a dose series show IC50 in µM; 0.3% of 340,000 active; in the data active = a potency from the dose series; inconclusive = inhibition above about 29% without an active follow-up result
GPR55 beta-arrestin: GPR55 agonists via beta-arrestin recruitment, primary screen, imaging, U2OS cells, beta-arrestin-GFP redistribution (AID 1961); G-protein coupled receptor 55 (Homo sapiens); U2OS GPR55 beta-arrestin-GFP redistribution imaging; higher % means a stronger effect; activation, % at 10 µM, or EC50 in µM where a hit was titrated; 0.048% of 290,000 active;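 active = activation above 40% with more than 50 cells counted in the well; inconclusive = wells holding fewer than 50 cells, flagged as toxic or sparse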;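 also: U2OS osteosarcoma cells stably expressing GPR55 and beta-arrestin-GFP; plate controls were DMSO negative control for no effect and LPI positive control for full effect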
NTR1 ag cell count 20 µM: recorded beside NTR1 ag, whose call it bears; cell count; measured here: cell count, cytotoxicity flag
* marks the source's active call; other numbers are inactive results; i = inactive; ? = inconclusive; / = not tested or not shown. Compounds were not picked by outcome; about 1.7% have a hit in one of these screens.

structure	GPR55 antagonists	NTR1 ag	NTR1 ag cell count 20 µM	AID2073	Large T inhibition	Rac1 GTP hydrolysis	Yfh1-off respiration	GPR35 arrestin U2OS	Dengue-2 NS5 capping	GPR55 beta-arrestin
CCn1c(SCC(=O)NC2CCCCC2)nnc1C(CO)NC(=O)c1ccccc1 (stereo unspecified)	24.6%	2.5	57	15.2%	3.9%	8.3%	/	21.3%	2.6%	-0.1%
O=C(CSc1ncnc2nc[nH]c12)N1CCOCC1	-8.4%	-0.2	57	-7.9%	0.5%	-0.9%	i	3.4%	-4.8%	-0.2%
Cc1nc2cccnc2nc1C	6.1%	0.0	47	10.5%	7.4%	3.4%	i	8.2%	-5.9%	0.2%
COc1ccc(CCN2C(=O)C3C4C=CC(C3C2=O)C2C(=O)N(CCc3ccc(OC)c(OC)c3)C(=O)C42)cc1OC (stereo unspecified)	-6.2%	0.4	68	-9.2%	11.0%	15.2%	i	4.7%	0.0%	-0.1%
C=CCn1c(=O)c(C(=O)Nc2cccnc2)c(O)c2ccccc21	9.5%	0.9	50	?	25.3%	8.2%	i	-0.2%	-2.8%	0.0%
COc1cccc(CN(C)C(=S)Nc2ccc(C)c(C)c2)c1	-1.4%	2.3	51	-9.9%	7.6%	5.9%	i	-3.5%	-1.5%	-0.3%
O=C(CNC(=O)c1ccc(Br)o1)Nc1ccccc1	-0.1%	-0.2	55	0.2%	12.4%	8.8%	/	6.7%	/	0.3%
CCc1cccc(NC(=O)c2snc3c(=O)[nH]cnc23)c1	1.0%	1.1	66	5.3%	2.5%	3.2%	i	16.1%	-0.4%	0.1%
Cn1c(=O)c(C(=O)NCc2ccc(Cl)cc2)c(O)c2ccccc21	-1.9%	1.5	71	3.9%	3.5%	14.2%	/	-1.2%	-1.9%	-0.2%
COc1ccc(-c2ccc(CCC(=O)O)n2NC(N)=O)cc1	-12.9%	0.1	61	-5.5%	7.3%	11.6%	i	-5.7%	-4.6%	-0.1%
O=C(CSc1ccc2nnc(-c3cccnc3)n2n1)Nc1ccccc1	0.4%	1.6	63	8.5%	11.6%	5.6%	/	4.9%	-1.9%	-0.1%
Cc1nnc(-c2cnn(C)c2N)n1Cc1ccc(Cl)cc1	3.8%	0.3	41	-4.7%	11.4%	12.5%	i	-7.9%	-9.6%	-0.2%
CC(=O)c1cc(-c2ccc(F)cc2)n(CC(=O)NCc2cccs2)c1C	22.4%	-1.2	62	24.6%	6.2%	-6.4%	i	-4.5%	/	0.0%
O=C(Nc1nc(-c2cccs2)cs1)c1ccc(Cl)s1	12.1%	16.3	68	12.2%	9.8%	6.5%	i	8.2%	-6.7%	0.4%
Cc1ccc2c(c1)nnn2C1CCN(C(=O)c2cccs2)CC1	-5.1%	-1.8	78	2.5%	13.4%	7.8%	i	14.3%	2.4%	-0.4%
O=C(O)c1ccccc1O	4.1%	-0.1	44	7.3%	13.6%	-0.9%	i	-18.3%	2.2%	-0.2%
CC(=O)Nc1ccc(S(=O)(=O)Nc2ccccn2)cc1	17.3%	-1.1	45	13.6%	23.2%	-2.8%	i	1.7%	-0.7%	-0.1%
CCNc1ccc(S(=O)(=O)N(C)C)cc1NCC(=O)Nc1ccccc1F	1.4%	-1.3	84	-7.3%	18.0%	6.9%	i	-4.0%	6.1%	-0.2%
Cc1oc(-c2cc(F)ccc2F)nc1CN1CCC(C(=O)N2CCOCC2)CC1	13.6%	0.0	65	8.3%	3.5%	6.1%	/	-4.1%	-1.3%	-0.2%
CCCNc1nc(OC(C(F)(F)F)C(F)(F)F)nc(OC(C(F)(F)F)C(F)(F)F)n1	13.0%	0.1	58	7.1%	2.8%	4.3%	i	10.8%	-1.4%	-0.1%
Cc1ccc(N=Cc2c(O)n(-c3nccs3)c(=O)c3ccccc23)cc1	-10.9%	4.4	76	6.6%	-3.0%	-2.0%	i	15.2%	-4.5%	-0.1%
O=C(Nc1cccc(S(=O)(=O)N2CCCCCC2)c1)c1cc(=O)c2ccccc2o1	2.9%	7.8	48	4.5%	6.6%	-1.2%	i	-0.6%	-3.0%	0.0%
O=C(Nc1ccc(CN2CCS(=O)(=O)CC2)cc1)c1ccc(Cl)cc1	0.7%	3.6	48	15.8%	17.0%	-0.4%	i	1.3%	4.6%	-0.1%
Cc1ccccc1CSc1ccc2nnc(-c3ccccn3)n2n1	4.9%	3.4	70	10.3%	3.5%	5.8%	i	-1.6%	-0.7%	-0.2%
O=S(=O)(Nc1nccs1)c1ccc(F)cc1	5.4%	-0.7	33	-5.2%	34.8%	3.7%	i	2.6%	-1.6%	-0.1%
CC(C)CNC(=O)CCCc1ccccc1	-26.2%	0.7	66	14.7%	9.4%	-0.2%	i	1.1%	3.5%	-0.1%
O=C(NC1CCSC1=O)c1cccc(Cl)c1 (stereo unspecified)	13.2%	-0.4	46	24.7%	9.0%	-0.3%	i	-1.0%	0.8%	-0.1%
Cc1cccc(N(CC(=O)NCCSCc2ccco2)S(=O)(=O)c2ccccc2)c1	3.0%	2.2	91	10.3%	-1.6%	2.6%	/	-2.1%	2.4%	-0.1%
O=C(Cc1ccccc1)Nc1ccccc1N1CCOCC1	6.5%	-1.8	66	8.7%	3.7%	-9.0%	i	28.4%	-6.8%	-0.1%
COc1cccc(-c2ccc(NC(=O)C3CCCN(CCCn4nc(C)cc4C)C3)cc2)c1 (stereo unspecified)	-9.2%	1.5	69	-1.3%	2.5%	10.8%	/	-11.3%	-9.1%	-0.1%
CC(=O)Nc1ccc(NCC(O)COc2ccccc2)cc1 (stereo unspecified)	-0.3%	-0.3	48	7.7%	27.8%	21.0%	i	10.6%	-8.2%	0.3%
CCCC1=C(C(=O)OCC)C(c2ccccc2OC)NC(=O)N1 (stereo unspecified)	8.1%	1.5	51	-3.8%	6.8%	9.2%	i	-4.6%	2.2%	0.0%
Cc1noc(NS(=O)(=O)c2ccc(NC(=O)CC34CC5CC(CC(Br)(C5)C3)C4)cc2)c1C	20.0%	5.5	90	-5.1%	7.5%	4.5%	i	6.3%	-4.7%	-0.1%
COc1ccc(NC(=O)c2cccc(-c3ccc(O)cc3)c2)cn1	-1.8%	4.2	58	27.6%	9.5%	42.3µM*	/	-8.5%	?	0.2%
O=C(N/N=C/c1ccccc1C(=O)O)c1cc(-c2ccc3c4c(cccc24)CC3)n[nH]1	0.6%	-1.3	72	39.1%	26.7%	12.0%	i	1.4%	12.8%	0.0%
O=C(O)CSc1nnc(C2CC2)n1-c1ccccc1	-1.3%	-1.6	81	-10.4%	7.2%	5.5%	i	-8.8%	-7.3%	0.0%
Cc1cccc(NC(=O)/C(C#N)=C/c2ccc(F)cc2)n1	1.5%	-0.4	70	1.9%	9.2%	3.6%	/	-4.6%	-6.8%	-0.1%
Cc1oc(CSCC2CCCO2)cc1C(=O)O (stereo unspecified)	5.8%	0.7	71	18.4%	8.3%	-0.2%	i	15.6%	10.8%	0.3%
COc1ccccc1C1/C(=C(/O)c2ccc(C)cc2)C(=O)C(=O)N1CCN1CCOCC1 (stereo unspecified)	6.4%	-0.3	45	0.0%	15.5%	9.9%	i	2.2%	-4.4%	-0.1%
COc1cccc(CNCCO)c1OCc1ccccc1	1.5%	1.8	37	-11.1%	14.7%	-49.9%	i	-22.2%	-10.9%	-0.1%
Fc1cccc(Cl)c1Cn1nnc(-c2ccc(N3CCOCC3)cc2)n1	9.3%	-1.0	67	15.5%	56.2%	9.1%	i	-11.5%	-1.6%	-0.2%
CC1CCN(S(=O)(=O)c2cn(C)c(=O)n(C)c2=O)CC1	12.2%	0.6	71	-7.6%	5.4%	0.1%	i	12.6%	0.0%	-0.3%
CSc1ccc(CN2CCc3c([nH]c4ccccc34)C2)cc1	1.9%	2.0	49	-0.8%	6.7%	31.0%	/	9.1%	0.4%	0.5%
COc1ccc(Cn2c(=O)c3cccnc3n(Cc3ccc([N+](=O)[O-])cc3)c2=O)cc1	8.8%	0.6	103	-7.2%	-2.1%	3.4%	i	4.4%	-3.6%	0.9%
COc1ccc(Cl)c(NC(=O)NCCN2CCN(c3ccccc3)CC2)c1	13.5%	1.1	66	-2.0%	1.8%	2.8%	i	-11.3%	-7.5%	-0.1%
O=C(NCC1CCCO1)c1cc(Br)c(Br)s1 (stereo unspecified)	16.2%	-0.5	64	-0.2%	10.5%	4.4%	/	-9.9%	-10.6%	0.0%
CCCCn1c(N)c(N(CCOC)C(=O)CSCc2ccc(Cl)c(Cl)c2)c(=O)[nH]c1=O	/	-0.1	60	/	18.1%	5.2%	/	/	-2.2%	/
COc1ccc(S(=O)(=O)Nc2cccc(SC)c2)cc1C(=O)N1CCOCC1	-1.6%	-0.2	52	4.1%	5.5%	9.8%	/	2.7%	-2.5%	0.6%
Cc1ccnc(NS(=O)(=O)c2ccc(NS(=O)(=O)Cc3ccccc3)cc2)n1	0.2%	-1.5	58	0.7%	3.1%	2.1%	i	9.4%	4.0%	-0.2%
Cc1cc(=O)n2nc(-c3ccccc3)sc2n1	-2.9%	0.6	70	-4.0%	7.7%	14.7%	i	6.1%	-5.1%	-0.1%
CCC(C)c1ccc(N(CC(=O)NC(C)(C)C)C(=O)CNC(=O)c2cccs2)cc1 (stereo unspecified)	-11.3%	2.2	63	-1.2%	15.0%	7.5%	/	1.9%	-9.0%	0.7%
O=C(CN1CCN(c2ccc(F)cc2)CC1)Nc1nccs1	-1.8%	0.4	94	-4.0%	8.8%	12.8%	/	-17.9%	-9.1%	0.0%
